PrPC TRFRET – inhibitors of human cell surface prion protein PrPC. P04156. TR-FRET read-out. inhibition, % at 13.8 µM. 0.43% of 370,000 active; in the data active = inhibition above about 24%; also: 0% = median of the test wells and 100% = reference compound wells
TcdB inh – blocks C. difficile toxin B glycohydrolase activity; AID 652162; 0.24% of 350,000 active; inhibition, % at 9.99 µM; TcdB glycohydrolase enzymatic assay, plate reader; in the data active = inhibition above about 10%
BoNT A protease – blocks Botulinum neurotoxin A light chain protease; multiplex microsphere protease substrate cleavage, flow cytometry; inhibition, % at 10 µM; 0.17% of 360,000 active; AID 588499; also: plate controls were buffer without enzyme for full effect and enzyme alone for no effect
Anthrax LF inh2 – blocks Bacillus anthracis lethal factor protease | 0.12% of 360,000 active | multiplex microsphere protease cleavage assay, LF | P15917 | inhibition, % at 10 µM | AID 588501; also: plate controls were buffer without enzyme for full effect and enzyme alone for no effect
PfHsp40 yeast – rescue of PfHsp40-mediated yeast toxicity; 0.68% of 340,000 active; growth rescue, % at 12.5 µM; S. cerevisiae expressing PfHsp40, growth rescue, ATP luminescence; in the data active = growth rescue above about 28%, passing the limit was not always enough; inconclusive = no clear call, values can overlap the other calls;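 also: yeast W303a lacking pdr1 and pdr3 grown in galactose medium; growth measured after three days at 30 °C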
SSB-PriA inh – inhibitors of Klebsiella pneumoniae PriA binding to SSB C-terminal tail; AID 1272365; inhibition, % at 33 µM; AlphaScreen SSBct-PriA binding, biotinylated peptide; 0.6% of 430,000 active; in the data active = inhibition mostly above about 37%, no sharp cut-off; inactive = mostly below about 20%;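 also: plate controls were negative control peptide for no effect and reference peptide for full effect; strong numbers were not always called active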
BH1578 lux ind – quorum light induction in luxS cqsA deficient V. cholerae; V. cholerae BH1578 lux reporter, luminescence, 6 h; activation, % at 18.7 µM; 0.16% of 350,000 active; in the data active = activation mostly above about 9.7%, no sharp cut-off; inconclusive = no clear call, values can overlap the other calls; inactive = mostly below about 3.7%; also: not every result past the cut was called active; inactives centre near 0; reference of the scale not given here
3CLpro inhibitor – SARS-CoV 3CLpro protease inhibition; P0C6X7; recombinant SARS-CoV 3CLpro, quenched FRET peptide cleavage; inhibition, % at 6 µM; 0.14% of 290,000 active; in the data active = inhibition above about 12%
Yp Topo-I inh – Y. pestis Topo-I inhibition via cleavage products; Y. pestis Topo-I cleavage product accumulation, plate reader; activity, % at 10 µM; 0.064% of 360,000 active; in the data active = activity above about 50%, passing the limit was not always enough; inconclusive = no clear call, values can overlap the other calls; also: inactives centre near 2
Starred values were filed as active, the others as inactive. Rule as the data show it, unless noted: active = inhibition above about 30%; inconclusive = no clear call, values can overlap the other calls; inactive = below that.

For O=C(Nc1ccc(F)cc1)C(Cc1ccccc1)n1cccc1 (stereo unspecified) the results were PrPC TRFRET 0, TcdB inh 1.4, PfHsp40 yeast 0.4, SSB-PriA inh -8, BH1578 lux ind -0.2, 3CLpro inhibitor 3 and Yp Topo-I inh -10.
`COc1cccc(N2CCN(Cc3ccsc3)CC2)c1` gave PrPC TRFRET -6, BoNT A protease -0.4, Anthrax LF inh2 -4, PfHsp40 yeast 0.1, SSB-PriA inh 12, BH1578 lux ind inactive, 3CLpro inhibitor 0 and Yp Topo-I inh 4.
For Oc1c(C(c2ccccc2)N2CCc3ccccc3C2)sc2ncnn12 (stereo unspecified) the results were PrPC TRFRET -5, TcdB inh 0.2, BoNT A protease -0.7, Anthrax LF inh2 1, PfHsp40 yeast 0.6, SSB-PriA inh 1, BH1578 lux ind -0.6, 3CLpro inhibitor -8 and Yp Topo-I inh 14.
Cc1ccc(S(=O)(=O)Oc2ccc(/C=N/NC(=O)c3nn(C)cc3[N+](=O)[O-])cc2)cc1 was read as PrPC TRFRET 5, TcdB inh 14*, BoNT A protease 0.2, Anthrax LF inh2 1, PfHsp40 yeast 1.0, SSB-PriA inh inactive, BH1578 lux ind -0.1, 3CLpro inhibitor 0 and Yp Topo-I inh 22.
Screening Cc1ccc(C(=O)NCC(=O)OCc2c(F)cccc2Cl)s1 returned PrPC TRFRET 2, TcdB inh 1.1, PfHsp40 yeast -0.2, SSB-PriA inh -7, BH1578 lux ind inactive and Yp Topo-I inh 8.
For Cn1c(N)c(C(=O)COC(=O)CCC(=O)c2ccc(F)cc2)c(=O)n(C)c1=O the results were PrPC TRFRET 1, TcdB inh 2.0, BoNT A protease -0.5, Anthrax LF inh2 -2, PfHsp40 yeast 0.4, SSB-PriA inh -9, BH1578 lux ind -0.1, 3CLpro inhibitor 0 and Yp Topo-I inh -8.
COc1cccc(NC(=O)C2CCCN(S(=O)(=O)c3cccc4cccnc34)C2)c1 (stereo unspecified) was read as PrPC TRFRET 3, TcdB inh 1.4, BoNT A protease -0.6, Anthrax LF inh2 -2, PfHsp40 yeast 0.2, SSB-PriA inh -7, BH1578 lux ind -0.2, 3CLpro inhibitor -1 and Yp Topo-I inh 17.
`CCCC(=O)n1nc(NCc2ccc(OC)cc2)nc1NCc1ccc(OC)cc1` gave PrPC TRFRET 9, TcdB inh 0.2, BoNT A protease 0.1, Anthrax LF inh2 -3, PfHsp40 yeast 3.0, SSB-PriA inh -10, BH1578 lux ind inactive, 3CLpro inhibitor 5 and Yp Topo-I inh 29.
For COC(=O)CN(c1ccc(C)cc1)S(=O)(=O)c1ccc2c(c1)n(C)c(=O)c(=O)n2C the results were BoNT A protease -0.3, Anthrax LF inh2 -1, PfHsp40 yeast 0.0, SSB-PriA inh 0, BH1578 lux ind -0.7, 3CLpro inhibitor 0 and Yp Topo-I inh 2.
Screening CC(=O)C1C(c2ccc(F)c(F)c2)NC(=O)NC1(O)C(F)(F)F (stereo unspecified) returned PrPC TRFRET -5, BoNT A protease inconclusive, Anthrax LF inh2 -10, PfHsp40 yeast -1.6, SSB-PriA inh -14, BH1578 lux ind -2.6, 3CLpro inhibitor 1 and Yp Topo-I inh 9.
`COc1ccc(NC(=O)C2CC(c3ccccc3O)=NO2)cc1OC` (stereo unspecified) gave PrPC TRFRET 6, TcdB inh 0.5, BoNT A protease -3.8, Anthrax LF inh2 0, PfHsp40 yeast 0.8, SSB-PriA inh -1, BH1578 lux ind -0.7, 3CLpro inhibitor 7 and Yp Topo-I inh -4.
For COc1ccc(-c2cnnn2-c2ccc([N+](=O)[O-])cc2)cc1 the results were PrPC TRFRET -50, TcdB inh 0.2, BoNT A protease 2.1, Anthrax LF inh2 2, PfHsp40 yeast -0.5, SSB-PriA inh 10, BH1578 lux ind -0.8, 3CLpro inhibitor -5 and Yp Topo-I inh -10.
For CCCc1cc(=O)[nH]c(Nc2ccc(N3CCCCC3)cc2)n1 the results were PrPC TRFRET 3, BoNT A protease 2.5, Anthrax LF inh2 -9, PfHsp40 yeast -0.5, SSB-PriA inh 16, BH1578 lux ind active, 3CLpro inhibitor -1 and Yp Topo-I inh -5.
Screening CCOc1ccc(S(=O)(=O)N2CCCCC2)cc1NC(=O)Cc1ccc(OC)cc1 returned PrPC TRFRET 7, TcdB inh 0.0, BoNT A protease 0.1, Anthrax LF inh2 -6, BH1578 lux ind -0.5 and Yp Topo-I inh 25.
Screening O=C(NC1CC1)C1CCN(C(=O)c2ccc(Cl)cc2Cl)CC1 returned PrPC TRFRET 1, TcdB inh 1.2, BoNT A protease -2.3, Anthrax LF inh2 -7, PfHsp40 yeast 1.0, SSB-PriA inh 1, BH1578 lux ind 1.5, 3CLpro inhibitor 0 and Yp Topo-I inh -1.
Screening O=C(Nc1ccccc1N1CCCCC1)c1ccc(-c2cc(Cl)ccc2Cl)o1 returned PrPC TRFRET 1, TcdB inh 0.1, BoNT A protease 0.4, Anthrax LF inh2 -5, PfHsp40 yeast -0.1, SSB-PriA inh -9, BH1578 lux ind -2.3 and Yp Topo-I inh 8.
Screening CC(C)C[C@H](NC(=O)c1nc[nH]c1C(=O)NCc1ccccc1)C(=O)OCc1ccccc1 returned PrPC TRFRET 4, TcdB inh 1.5, BoNT A protease -0.7, Anthrax LF inh2 6, PfHsp40 yeast 2.1, SSB-PriA inh -8, BH1578 lux ind inactive, 3CLpro inhibitor 3 and Yp Topo-I inh -9.
For CC(=O)Nc1ccc(SCC(=O)c2cc(C)n(Cc3cccs3)c2C)cc1 the results were PrPC TRFRET 3, BoNT A protease -0.9, Anthrax LF inh2 -2, PfHsp40 yeast -2.2, SSB-PriA inh -7, BH1578 lux ind 0.8, 3CLpro inhibitor 3 and Yp Topo-I inh 9.
`CCC(=O)Nc1ccc(S(=O)(=O)N2CCOCC2)cc1` gave PrPC TRFRET -5, TcdB inh -0.2, BoNT A protease -0.8, Anthrax LF inh2 -4, PfHsp40 yeast -0.6, SSB-PriA inh -2, BH1578 lux ind -0.4, 3CLpro inhibitor 0 and Yp Topo-I inh -2.
`COc1ccc2sc(-c3ccc(S(C)(=O)=O)cc3)c(C(=O)NCCc3c[nH]c4ccccc34)c2c1` gave PrPC TRFRET -21, TcdB inh 0.1, BoNT A protease 0.7, Anthrax LF inh2 -6, PfHsp40 yeast 3.5, SSB-PriA inh 10, BH1578 lux ind -7.1 and Yp Topo-I inh -3.
O=C(COC(=O)COc1ccccc1[N+](=O)[O-])Nc1ccccc1Br was read as PrPC TRFRET 3, BoNT A protease 0.1, Anthrax LF inh2 -2, PfHsp40 yeast -0.8, SSB-PriA inh -2, BH1578 lux ind -3.6, 3CLpro inhibitor 2 and Yp Topo-I inh 4.
For COc1ccc(N(CC(=O)NN=C2CCN(C)CC2)S(=O)(=O)c2ccccc2)c(OC)c1 the results were PrPC TRFRET -7, TcdB inh 0.3, BoNT A protease -2.1, Anthrax LF inh2 -10, PfHsp40 yeast 0.1, SSB-PriA inh 11, BH1578 lux ind -0.3, 3CLpro inhibitor -2 and Yp Topo-I inh 7.
`Cc1cccc2cc(CN(Cc3ccc4c(c3)OCO4)Cc3nnnn3C3CCCC3)c(=O)[nH]c12` gave PrPC TRFRET 1, TcdB inh 0.9, BoNT A protease 0.5, Anthrax LF inh2 -7, PfHsp40 yeast 0.0, SSB-PriA inh 2, BH1578 lux ind inactive, 3CLpro inhibitor 7 and Yp Topo-I inh 5.
Screening Cc1ccc(N2C(=O)N3[C@H](c4ccc(Br)cc4)[C@@H]4C(=O)N(C(C)(C)C)C(=O)[C@@H]4[C@]3(C)C2=O)cc1 returned PrPC TRFRET -5, TcdB inh 1.8, BoNT A protease 0.4, Anthrax LF inh2 -8, PfHsp40 yeast 0.6, SSB-PriA inh 5, BH1578 lux ind -0.4, 3CLpro inhibitor -1 and Yp Topo-I inh 7.
Screening CC1CCCC(NC(=O)CSc2ncccn2)C1C (stereo unspecified) returned PrPC TRFRET 4, TcdB inh 0.3, BoNT A protease 0.1, Anthrax LF inh2 5, PfHsp40 yeast 1.0, SSB-PriA inh -2, BH1578 lux ind -1.3 and Yp Topo-I inh -5.
`Cc1ccc(C)c(OCCC(=O)OCC(=O)N2c3ccccc3NC(=O)C2(C)C)c1` gave PrPC TRFRET -2, TcdB inh 1.4, BoNT A protease -0.1, Anthrax LF inh2 6, PfHsp40 yeast 0.5, SSB-PriA inh 6, BH1578 lux ind inactive and Yp Topo-I inh 33.
`CCOc1ccc(N(CC(=O)N2CCN(C(=O)CN(c3ccc(OCC)cc3)S(C)(=O)=O)CC2)S(C)(=O)=O)cc1` gave PrPC TRFRET 0, TcdB inh 1.3, PfHsp40 yeast -0.8, SSB-PriA inh -17, BH1578 lux ind -0.5, 3CLpro inhibitor -9 and Yp Topo-I inh 5.
CCOc1ccccc1NC(=S)N1CCN(c2ccc(OC)cc2)CC1 was read as PrPC TRFRET 3, TcdB inh 1.0, BoNT A protease -0.4, Anthrax LF inh2 -2, PfHsp40 yeast 0.4, SSB-PriA inh 5, BH1578 lux ind -0.1, 3CLpro inhibitor -1 and Yp Topo-I inh -9.
CC1(OC(=O)C2CCCC2)C(=O)C=C2C=C(c3ccsc3)N(C3CCCCC3)C=C2C1=O (stereo unspecified) was read as PrPC TRFRET -10, TcdB inh -0.6, BoNT A protease 7.8, Anthrax LF inh2 -19, PfHsp40 yeast 2.6, SSB-PriA inh 7, BH1578 lux ind -1.2 and Yp Topo-I inh 1.
CC(=O)N=c1c(C#N)cc2c(=O)n3ccccc3nc2n1CCCOC(C)C was read as PrPC TRFRET -12, TcdB inh -1.1, SSB-PriA inh -6, BH1578 lux ind -0.4, 3CLpro inhibitor 0 and Yp Topo-I inh 1.
For COc1cccc2c1O/C(=N\O)C(C(=O)Nc1cccc(Br)c1)C2 (stereo unspecified) the results were PrPC TRFRET -2, TcdB inh 1.8, BoNT A protease -5.8, Anthrax LF inh2 -13, PfHsp40 yeast 1.2, BH1578 lux ind inactive, 3CLpro inhibitor -2 and Yp Topo-I inh -8.
For O=C(CCSCc1cccc(Cl)c1)NC1CCCC1 the results were PrPC TRFRET -4, BoNT A protease -1.3, Anthrax LF inh2 -1, PfHsp40 yeast -0.1, SSB-PriA inh -9, BH1578 lux ind -4.1, 3CLpro inhibitor -3 and Yp Topo-I inh 4.
COc1ccc(NC(=O)C2C3C=CC4(CN(Cc5cccnc5)C(=O)C24)O3)c(OC)c1 (stereo unspecified) was read as PrPC TRFRET -1, BoNT A protease -0.3, Anthrax LF inh2 -4, PfHsp40 yeast 0.5, SSB-PriA inh 6, BH1578 lux ind -0.2, 3CLpro inhibitor 4 and Yp Topo-I inh 1.
Screening COc1ccc2cc(S(=O)(=O)NC3CC(C)(C)NC(C)(C)C3)ccc2c1 returned PrPC TRFRET -13, TcdB inh 2.1, BoNT A protease -1.1, Anthrax LF inh2 -1, PfHsp40 yeast -0.3, SSB-PriA inh -9, 3CLpro inhibitor -2 and Yp Topo-I inh -6.
COc1ccccc1CC1C(=O)C2CCN1CC2 (stereo unspecified) was read as PrPC TRFRET 4, BoNT A protease 0.3, Anthrax LF inh2 -1, PfHsp40 yeast -1.2, SSB-PriA inh 0, BH1578 lux ind -0.2, 3CLpro inhibitor 5 and Yp Topo-I inh -1.
For O=[N+]([O-])c1cc(/C=N/NC(=S)Nc2ccccc2Cl)ccc1Cl the results were PrPC TRFRET -6, TcdB inh 0.7, BoNT A protease -1.3, Anthrax LF inh2 0, PfHsp40 yeast 0.2, BH1578 lux ind -0.3, 3CLpro inhibitor 5 and Yp Topo-I inh -10.

Ordered by number of heavy atoms (low to high): three of the compounds above.
COc1ccccc1CC1C(=O)C2CCN1CC2 (stereo unspecified) was read as PrPC TRFRET 4, BoNT A protease 0.3, Anthrax LF inh2 -1, PfHsp40 yeast -1.2, SSB-PriA inh 0, BH1578 lux ind -0.2, 3CLpro inhibitor 5 and Yp Topo-I inh -1.
Screening CC1CCCC(NC(=O)CSc2ncccn2)C1C (stereo unspecified) returned PrPC TRFRET 4, TcdB inh 0.3, BoNT A protease 0.1, Anthrax LF inh2 5, PfHsp40 yeast 1.0, SSB-PriA inh -2, BH1578 lux ind -1.3 and Yp Topo-I inh -5.
For COc1ccc(N(CC(=O)NN=C2CCN(C)CC2)S(=O)(=O)c2ccccc2)c(OC)c1 the results were PrPC TRFRET -7, TcdB inh 0.3, BoNT A protease -2.1, Anthrax LF inh2 -10, PfHsp40 yeast 0.1, SSB-PriA inh 11, BH1578 lux ind -0.3, 3CLpro inhibitor -2 and Yp Topo-I inh 7.

Only part of the results is shown; the hit share may differ from the screen's.
